V-ATPase pH – yeast V-ATPase proton transport regulation by pHLuorin. S. cerevisiae, pHLuorin cytosolic pH fluorescence. response, % at 10 µM. 350,000 compounds, 0.37% hits; in the data active = response mostly above about 7.3%, no sharp cut-off; inactive = mostly below about 5.4%; note: actives read high; inactives centre near 0; some compounds called inactive have numbers as strong as hits; reference of the scale not given here
dFosB activator – activators of mouse delta FosB homodimer. AID 493131. 340,000 compounds, 0.99% hits. purified delta FosB, TAMRA-CDK5 oligo fluorescence polarization; percent of positive-control signal above neutral wells. activation, % at 25 µM. P13346;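 active = mean activation above about 17%, with every replicate also reaching it, limit read from the data, passing the limit was not always enough; inconclusive = only one of the two conditions met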;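 note: fluorescence polarization rise as delta FosB binds a TAMRA Cdk5 AP-1 oligo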
SR-BI DiI inh – inhibitors of mouse SR-BI mediated HDL lipid uptake; ldlA[mSR-BI] CHO cells, DiI-HDL uptake fluorescence, 3 h; 320,000 compounds, 0.96% hits; inhibition, % at 12.5 µM; AID 488896;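 active = mean replicate inhibition of at least 70% and a set share of replicates each scoring 70 or more; inconclusive = meets just one of the two criteria; inactive = fails both criteria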;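 note: 0% = median of neutral control wells and 100% = median of positive control wells; values of inactives mirror those of a sister screen read the other way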
HTR5A inv ctr – HTR5A inverse agonism, opioid heterodimer counter-screen | HTR5A cell line, luminescence | inhibition, % at 9.3 µM | 340,000 compounds, 0.083% hits; in the data active = inhibition mostly above about 23%, no sharp cut-off; inactive = mostly below about 18%;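 note: 0% = cells with DMSO and 100% = no-cell wells with DMSO; some compounds called inactive have numbers as strong as hits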
CDK5 inh – blocks human CDK5/p35 kinase activity; inhibition, % at 10 µM; AID 488839; 330,000 compounds, 0.01% hits; Recombinant CDK5/p35, ADP-Glo luminescence, 60 min;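 active = highest replicate inhibition of at least 50% and at least 75% of replicates reaching 50%; inconclusive = only one of the two criteria met; inactive = both criteria failed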;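 note: plate controls were DMSO neutral control for no effect and GW8510 at 10 µM for full effect; many of its hits are not listed in these tables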
MITF TRPM1 HTS – increases MITF-driven TRPM1 promoter luciferase signal. SK-MEL-5 TRPM1-promoter luciferase, 24 h; % of positive control, neutral wells = 0. activation, % at 12.5 µM. 300,000 compounds, 0.75% hits. AID 588334;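 active = mean activation of at least 80% with every replicate also reaching 80%; inconclusive = mean reaches 80% but some replicate falls short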;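 note: 0% = neutral control wells and 100% = parthenolide positive control wells; values of inactives mirror those of a sister screen read the other way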
PvdQ inh – blocks Pseudomonas aeruginosa PvdQ acylase activity; purified PvdQ acylase, fluorescence plate reader; inhibition, % at 10 µM; 340,000 compounds, 0.063% hits; AID 488965; in the data active = inhibition above about 30%, passing the limit was not always enough; inconclusive = no clear call, values can overlap the other calls;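 note: 0% = vehicle neutral wells and 100% = reference inhibitor wells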
Wnt bcat act – activators of Wnt/beta-catenin signaling; Wnt/beta-catenin reporter cell assay, activator, plate reader; activation, % at 9.35 µM; 300,000 compounds, 1.2% hits; AID 743398; in the data active = activation above about 30%, passing the limit was not always enough; inconclusive = no clear call, values can overlap the other calls;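 note: 0% = neutral control wells and 100% = positive control wells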
HTR5A ag – counter-screen for OPRM1-OPRD1 agonists: human HTR5A agonism | P47898 | activation, % at 9.3 µM | HTR5A agonist assay, luminescence, cell-based | 340,000 compounds, 0.61% hits; in the data active = activation mostly above about 9.5%, no sharp cut-off; inactive = mostly below about 7.6%;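 note: 0% = cells with vehicle only and 100% = reference agonist; strong numbers were not always called active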
NSD2 inh – blocks human histone methyltransferase NSD2; inhibition, % at 12.5 µM; AID 743445; 310,000 compounds, 0.54% hits; NSD2 peptide methylation, AlphaScreen, 120 min; in the data active = inhibition above about 50%
Target sequence (O96028 whole entry, looked up): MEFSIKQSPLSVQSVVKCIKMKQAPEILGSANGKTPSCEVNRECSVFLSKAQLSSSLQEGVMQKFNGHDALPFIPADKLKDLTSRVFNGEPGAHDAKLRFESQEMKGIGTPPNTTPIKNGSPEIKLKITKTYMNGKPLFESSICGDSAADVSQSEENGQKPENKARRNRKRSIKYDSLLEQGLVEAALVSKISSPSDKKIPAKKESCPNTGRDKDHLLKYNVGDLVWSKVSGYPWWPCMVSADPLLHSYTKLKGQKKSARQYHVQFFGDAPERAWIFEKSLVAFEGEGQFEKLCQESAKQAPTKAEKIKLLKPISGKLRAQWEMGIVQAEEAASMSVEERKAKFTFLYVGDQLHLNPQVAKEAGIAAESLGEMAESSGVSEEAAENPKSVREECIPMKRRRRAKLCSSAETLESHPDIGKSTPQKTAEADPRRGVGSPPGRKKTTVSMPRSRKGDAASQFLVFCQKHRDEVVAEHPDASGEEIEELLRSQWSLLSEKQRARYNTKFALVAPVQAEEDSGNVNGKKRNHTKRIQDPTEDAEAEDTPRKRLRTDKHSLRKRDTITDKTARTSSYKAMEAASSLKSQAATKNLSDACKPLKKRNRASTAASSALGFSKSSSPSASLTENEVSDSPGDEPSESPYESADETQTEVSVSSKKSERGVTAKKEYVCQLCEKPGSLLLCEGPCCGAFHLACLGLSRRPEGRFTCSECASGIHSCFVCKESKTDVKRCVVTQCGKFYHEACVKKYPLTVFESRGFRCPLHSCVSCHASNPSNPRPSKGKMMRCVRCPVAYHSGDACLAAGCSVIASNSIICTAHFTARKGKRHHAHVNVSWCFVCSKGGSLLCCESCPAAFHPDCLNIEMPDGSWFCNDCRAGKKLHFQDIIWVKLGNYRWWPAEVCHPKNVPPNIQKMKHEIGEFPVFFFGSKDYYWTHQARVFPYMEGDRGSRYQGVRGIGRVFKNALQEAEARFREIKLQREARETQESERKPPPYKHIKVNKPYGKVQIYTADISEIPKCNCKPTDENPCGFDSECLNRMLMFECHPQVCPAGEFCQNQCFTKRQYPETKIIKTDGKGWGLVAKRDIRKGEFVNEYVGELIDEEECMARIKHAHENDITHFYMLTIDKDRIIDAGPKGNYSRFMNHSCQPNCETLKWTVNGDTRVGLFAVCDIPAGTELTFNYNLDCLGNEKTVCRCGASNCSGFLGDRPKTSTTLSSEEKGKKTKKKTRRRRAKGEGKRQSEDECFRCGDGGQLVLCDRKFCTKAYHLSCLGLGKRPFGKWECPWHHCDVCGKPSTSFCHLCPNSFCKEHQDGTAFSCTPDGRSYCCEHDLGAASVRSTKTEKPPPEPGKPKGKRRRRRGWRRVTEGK
Numbers without * were called inactive.

For CC1CN(c2nc(Nc3ccccc3)nc(N)c2[N+](=O)[O-])CC(C)O1 (stereo not drawn) the results were V-ATPase pH -2, dFosB activator -2, SR-BI DiI inh 26, HTR5A inv ctr -7, CDK5 inh 3.4, PvdQ inh -16, Wnt bcat act -1, HTR5A ag 1 and NSD2 inh 7.
CCOc1cc(N2CCOCC2)c(OCC)cc1NC(=O)C1CCCC1 was read as V-ATPase pH 0, dFosB activator -4, SR-BI DiI inh -1, HTR5A inv ctr -23, CDK5 inh 0.8, MITF TRPM1 HTS -10, PvdQ inh -12, Wnt bcat act 2, HTR5A ag 2 and NSD2 inh -2.
For CC(C)C(=O)N1CCN(c2ccccc2NC(=O)c2ccc([N+](=O)[O-])o2)CC1 the results were V-ATPase pH 2, dFosB activator -4, SR-BI DiI inh 3, HTR5A inv ctr -7, CDK5 inh -3.0, MITF TRPM1 HTS -41, PvdQ inh -10, Wnt bcat act 7, HTR5A ag 3 and NSD2 inh -3.
`O=C(NN1C(=O)c2ccccc2NC1c1ccccn1)c1ccccc1` (stereo not drawn) gave V-ATPase pH -1, dFosB activator -2, SR-BI DiI inh -31, HTR5A inv ctr -19, CDK5 inh -0.3, MITF TRPM1 HTS 0, PvdQ inh -8, Wnt bcat act -2, HTR5A ag 6 and NSD2 inh -4.
COc1cccc(CN2CC(C(=O)NCc3ccc(C)o3)CCC2=O)c1 (stereo not drawn) was read as V-ATPase pH -6, dFosB activator -6, SR-BI DiI inh -15, HTR5A inv ctr 12, CDK5 inh 1.3, MITF TRPM1 HTS -4, PvdQ inh -12, Wnt bcat act 0, HTR5A ag -3 and NSD2 inh 28.
CC(=O)NC(CC(=O)N(C)C1CCCCC1)c1ccccc1 (stereo not drawn) was read as V-ATPase pH -2, dFosB activator -5, HTR5A inv ctr 12, CDK5 inh -0.7, MITF TRPM1 HTS -3, PvdQ inh 6, Wnt bcat act -1, HTR5A ag -5 and NSD2 inh -4.
`Nc1nc2ccc(N3CCOCC3)cc2s1` gave V-ATPase pH -2, dFosB activator 3, SR-BI DiI inh -9, HTR5A inv ctr 9, CDK5 inh -0.8, MITF TRPM1 HTS 16, PvdQ inh -9, HTR5A ag 0 and NSD2 inh -74.
`COCc1cc(C)n(CC(=O)Nc2cc(C)cc(C)c2)c(=O)c1C#N` gave V-ATPase pH 1, dFosB activator -2, SR-BI DiI inh -20, HTR5A inv ctr 14, CDK5 inh -2.0, MITF TRPM1 HTS -3, PvdQ inh 7, Wnt bcat act -5, HTR5A ag -2 and NSD2 inh -2.
For CCn1c(SCC(=O)Nc2ccc(OC)c(OC)c2)nc2c(c1=O)SCC2 the results were V-ATPase pH 0, dFosB activator -3, SR-BI DiI inh 12, HTR5A inv ctr 5, CDK5 inh 0.8, MITF TRPM1 HTS -7, PvdQ inh -2, Wnt bcat act 2, HTR5A ag -1 and NSD2 inh 0.
`C=CCO/N=C(/C)c1c(O)c(CC)c(-c2ccccc2)n(-c2ccccc2)c1=O` gave V-ATPase pH 6, dFosB activator -12, SR-BI DiI inh -1, HTR5A inv ctr -14, CDK5 inh 2.6, MITF TRPM1 HTS -4, PvdQ inh 10, HTR5A ag 1 and NSD2 inh 2.
CCOC(=O)c1[nH]c2c(c1-c1ccccc1)C(=O)CC(c1ccc(Cl)cc1)C2 (stereo not drawn) was read as V-ATPase pH 6, dFosB activator -4, SR-BI DiI inh -9, HTR5A inv ctr -8, CDK5 inh 1.0, MITF TRPM1 HTS 4, PvdQ inh 7, Wnt bcat act -5 and HTR5A ag 3.
`CC(C)c1ccc(NC(=O)C2C3C=CC4(CN(CCCN5CCOCC5)C(=O)C24)O3)cc1` (stereo not drawn) gave V-ATPase pH 3, dFosB activator -1, SR-BI DiI inh -19, HTR5A inv ctr -24, CDK5 inh -3.6, MITF TRPM1 HTS 1, PvdQ inh -13, Wnt bcat act -4, HTR5A ag -2 and NSD2 inh -3.
For Cc1nc(Nc2nc3ccccc3o2)nc(C)c1C(=O)Nc1ccc(F)cc1 the results were V-ATPase pH 3, dFosB activator 0, SR-BI DiI inh -1, HTR5A inv ctr 4, CDK5 inh -3.4, MITF TRPM1 HTS -8, PvdQ inh -2, Wnt bcat act 43*, HTR5A ag -2 and NSD2 inh -1.
For O=Cc1ccc(OCc2nnc(-c3ccccc3Br)o2)cc1 the results were V-ATPase pH -5, dFosB activator -4, SR-BI DiI inh -31, HTR5A inv ctr -13, CDK5 inh -0.7, MITF TRPM1 HTS 21, PvdQ inh 0, Wnt bcat act 5, HTR5A ag 3 and NSD2 inh -9.
`CCOC(=O)c1c(CC(C)C)csc1/N=C/C1C(=O)CC(C)(C)CC1=O` gave V-ATPase pH -8, dFosB activator 9, SR-BI DiI inh 15, HTR5A inv ctr -17, CDK5 inh 1.1, MITF TRPM1 HTS -4, PvdQ inh -4, Wnt bcat act -5, HTR5A ag 4 and NSD2 inh -15.
Screening Brc1ccc(-c2cnc3n2CCCC3)cc1 returned V-ATPase pH 0, dFosB activator -9, SR-BI DiI inh -20, HTR5A inv ctr -7, CDK5 inh 0.1, MITF TRPM1 HTS 9, PvdQ inh 2, Wnt bcat act -1, HTR5A ag -4 and NSD2 inh 10.
`N#Cc1ccc(Nc2ccccc2)c(N)c1` gave V-ATPase pH -4, dFosB activator -2, SR-BI DiI inh -8, HTR5A inv ctr 8, CDK5 inh -1.8, MITF TRPM1 HTS -6, PvdQ inh -1, Wnt bcat act -1, HTR5A ag -3 and NSD2 inh 0.
`COc1cc(C(C(=O)NC(C)(C)C)N(C(=O)CNC(=O)c2cccs2)c2cccnc2)cc(OC)c1OC` (stereo not drawn) gave V-ATPase pH 1, dFosB activator 0, SR-BI DiI inh -32, HTR5A inv ctr 15, CDK5 inh -0.5, MITF TRPM1 HTS -6, PvdQ inh 6, Wnt bcat act -3 and HTR5A ag -2.
Cc1ccc(C)c(OCC(=O)N2CCOCC2)c1 was read as V-ATPase pH -9, dFosB activator -3, SR-BI DiI inh -13, HTR5A inv ctr -45, CDK5 inh 2.0, MITF TRPM1 HTS -2, PvdQ inh -21, Wnt bcat act -2, HTR5A ag -4 and NSD2 inh -2.
Screening COc1ccc(CN2C(=O)CCCc3ccccc32)cc1 returned V-ATPase pH -4, dFosB activator -7, SR-BI DiI inh -3, HTR5A inv ctr -20, CDK5 inh 0.9, MITF TRPM1 HTS 13, PvdQ inh 3, Wnt bcat act 0, HTR5A ag 0 and NSD2 inh -2.
Screening CCNCCC(=O)N1c2ccccc2Sc2ccc(C(F)(F)F)cc21 returned V-ATPase pH 1, dFosB activator -5, SR-BI DiI inh -5, HTR5A inv ctr 4, CDK5 inh -0.7, MITF TRPM1 HTS 6, PvdQ inh 1, Wnt bcat act -1, HTR5A ag -1 and NSD2 inh 78*.
`CCC(CC)C(=O)Nc1cccc(C(=O)Nc2ccc(OC)cc2[N+](=O)[O-])c1` gave V-ATPase pH -1, dFosB activator 1, SR-BI DiI inh 36, HTR5A inv ctr -4, CDK5 inh -0.8, MITF TRPM1 HTS 12, PvdQ inh 2, Wnt bcat act 3, HTR5A ag 2 and NSD2 inh -2.
O=C1CC(c2ccc(F)cc2)C(n2cncn2)C(O)=C1C1NCCc2ccccc21 (stereo not drawn) was read as V-ATPase pH 1, dFosB activator 3, SR-BI DiI inh -17, HTR5A inv ctr -2, CDK5 inh -0.7, MITF TRPM1 HTS 3, PvdQ inh -5, Wnt bcat act -1, HTR5A ag 1 and NSD2 inh -2.
Screening Cc1cn([C@H]2C[C@H](O)[C@@H](CCC(=O)NCc3ccco3)O2)c(=O)[nH]c1=O returned V-ATPase pH 1, dFosB activator -2, SR-BI DiI inh -10, HTR5A inv ctr -17, CDK5 inh 1.4, MITF TRPM1 HTS 6, PvdQ inh -13, Wnt bcat act -1 and HTR5A ag 5.
For COC(=O)c1[nH]c2cccc(C)c2c1NC(=O)CN1CCCc2ccccc21 the results were dFosB activator -7, SR-BI DiI inh 12, HTR5A inv ctr 6, CDK5 inh 0.4, MITF TRPM1 HTS 2, PvdQ inh -2 and HTR5A ag 4.
For O=C(CN1CCN(S(=O)(=O)c2ccccc2)CC1)N1CCCCC1 the results were V-ATPase pH 1, dFosB activator 5, SR-BI DiI inh -10, HTR5A inv ctr -15, CDK5 inh 0.3, MITF TRPM1 HTS 2, PvdQ inh -14, Wnt bcat act -4, HTR5A ag 6 and NSD2 inh -2.
`COc1cc(C2C(C#N)=C(SC)NC3=C2C(=O)CCC3)ccc1O` (stereo not drawn) gave V-ATPase pH -3, dFosB activator 2, SR-BI DiI inh -27, HTR5A inv ctr -11, CDK5 inh -2.3, MITF TRPM1 HTS 17, PvdQ inh -14, Wnt bcat act -2, HTR5A ag 2 and NSD2 inh -2.
For COc1ccc(-c2cc(-c3nnc(COC(=O)C4CC4)o3)c3ccccc3n2)cc1OC the results were V-ATPase pH -5, dFosB activator -11, SR-BI DiI inh 19, HTR5A inv ctr -1, CDK5 inh 1.6, MITF TRPM1 HTS 10, PvdQ inh 9, HTR5A ag 2 and NSD2 inh -5.
Screening CCNc1nc(Cl)nc(NNC(=O)C(C)Oc2ccccc2)n1 (stereo not drawn) returned V-ATPase pH -1, dFosB activator inconclusive, SR-BI DiI inh -5, HTR5A inv ctr 13, CDK5 inh -2.3, MITF TRPM1 HTS -9, PvdQ inh -1, HTR5A ag 5 and NSD2 inh 0.
For COc1ccc(CCNC(=O)c2ccn[nH]2)cc1OC the results were V-ATPase pH 2, dFosB activator -5, SR-BI DiI inh 5, HTR5A inv ctr -4, CDK5 inh 0.0, MITF TRPM1 HTS 12, PvdQ inh 2, HTR5A ag 2 and NSD2 inh -2.
`N#Cc1cc(S(=O)(=O)c2ccc(Cl)cc2)c(N)[nH]c1=O` gave V-ATPase pH 5, dFosB activator -5, SR-BI DiI inh -24, HTR5A inv ctr 8, CDK5 inh 0.6, MITF TRPM1 HTS -3, PvdQ inh -6, Wnt bcat act -9, HTR5A ag -3 and NSD2 inh -3.
`COc1ccc(-c2cc(C(=O)Nc3ccc(Cl)cc3Cl)c3ccccc3n2)cc1OC` gave V-ATPase pH 1, dFosB activator 5, SR-BI DiI inh inconclusive, HTR5A inv ctr -22, CDK5 inh -4.6, MITF TRPM1 HTS 11, PvdQ inh -4, Wnt bcat act -4, HTR5A ag -1 and NSD2 inh -1.
Screening COc1cccc(NC(=O)COC(=O)CCSc2ccccc2)c1 returned V-ATPase pH 5, dFosB activator -9, SR-BI DiI inh -8, HTR5A inv ctr 13, CDK5 inh -1.3, MITF TRPM1 HTS 10, PvdQ inh -9, Wnt bcat act -7, HTR5A ag -3 and NSD2 inh 0.
Screening Cc1ccc(S(=O)(=O)N2CCOCC2)cc1C(=O)OC1CCOC1=O (stereo not drawn) returned V-ATPase pH 0, dFosB activator -3, SR-BI DiI inh -30, HTR5A inv ctr -11, CDK5 inh 1.7, MITF TRPM1 HTS -8, PvdQ inh -7, Wnt bcat act -1, HTR5A ag 4 and NSD2 inh 3.
